Screens (PubChem)
TROY NFkB inh – inhibitors of TROY-dependent NF-kB signaling | Q293 LMP1-TROYcd NF-kB luciferase reporter, 4 h | inhibition, % at 10 µM | 0.98% of 360,000 active;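 active = compounds whose plate-normalised and pattern-corrected inhibition of the luciferase reporter signal at the single screening dose is 50% or more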
NR2F2 inh – blocks human COUP-TFII nuclear receptor; P24468; HEK293T NGFI-A luciferase reporter, luminescence; inhibition, % at 8.6 µM; 0.7% of 370,000 active;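 active = inhibition above a per-plate cutoff, mean inhibition of test wells between control levels plus 3 SD, cut at about 38% in these data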;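 note: cells cotransfected with COUP-TFII expression vector driving the NGFI-A reporter; 0% = median of COUP-TF2 test wells and 100% = reporter-only cells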
EBV LMP1 NFkB – Epstein-Barr LMP1 NF-kappaB reporter inhibition. AID 504558. inhibition, % at 12.5 µM. LMP1-induced NF-kappaB luciferase reporter cells, luminescence. 0.69% of 350,000 active; in the data active = inhibition above about 41%;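 note: 0% = neutral control wells and 100% = reference inhibitor control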
SRC1 inh – inhibitors of human steroid receptor coactivator 1 (SRC1); Q15788; inhibition, % at 3.6 µM; HEK293 GAL4-SRC1 luciferase reporter, luminescence; AID 588354; 0.12% of 360,000 active;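 active = inhibition above the campaign mean plus 3 SD, with each screening campaign given its own cutoff, cut at about 60% in these data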;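 note: 0% = DMSO treated cells and 100% = gossypol at 36 µM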
NCOA3 inh – inhibitors of human steroid receptor coactivator 3 (SRC3); Q9Y6Q9; HEK293 GAL4-SRC3 luciferase reporter, luminescence; inhibition, % at 3.6 µM; 0.17% of 360,000 active;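 active = inhibition above a per-campaign cutoff, the mean of all compounds plus 3 SD, cut at about 60% in these data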;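 note: 0% = DMSO-treated cells and 100% = gossypol-treated cells at 36 µM; higher means less SRC3-driven luciferase light from the GAL4 reporter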
LRH-1 inv ag – inverse agonists of human LRH-1 (NR5A2); O00482; HEK293T StAR-luciferase reporter, LRH-1 transfected, 24 h; inhibition, % at 3.6 µM; 0.13% of 360,000 active; AID 602396;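 active = inhibition above the mean inhibition of all tested compounds plus 3 SD, cut at about 73% in these data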;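 note: 0% = DMSO wells and 100% = reporter-only cells lacking LRH-1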
NOD2 RIPK2 PPI – blocks binding of human NOD2 to RIPK2; O43353; CHO BLA complementation NOD2-RIPK2, CCF4 ratio; inhibition, % at 4.98 µM; 0.38% of 360,000 active; in the data active = inhibition above about 21%;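 note: 0% = vehicle only and 100% = reference blocker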
Vif inh – HIV Vif inhibition; HEK293T cells, Vif self-association by quenched fluorescence, imaging, 24 h; inhibition, % at 7.49 µM; 0.35% of 340,000 active; AID 602346; in the data active = inhibition above about 50%, passing the limit was not always enough; note: some results filed as inactive read as strong as hits
NCOA2 inhibitor – inhibits human steroid receptor coactivator 2; 0.17% of 370,000 active; Q15596; inhibition, % at 9 µM; HEK293 GAL4-SRC2 luciferase reporter, luminescence;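 active = inhibition above the mean inhibition of all tested compounds plus 3 SD, set per campaign, cut at about 52% in these data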;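 note: 0% = DMSO treated cells and 100% = cells given Gossypol at 36 µM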
TLR9-MyD88 inh – blocks human TLR9 binding to MyD88 | CHO BLA complementation TLR9-MyD88, CCF4 FRET ratio | 0.21% of 340,000 active | inhibition, % at 4.98 µM | AID 504734;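 active = inhibition above the mean over all tested compounds plus 3 SD, cut at about 21% in these data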;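 note: 0% = DMSO only wells and 100% = clavulanate BLA inhibitor control wells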
Target sequence (Q99836 whole entry, looked up): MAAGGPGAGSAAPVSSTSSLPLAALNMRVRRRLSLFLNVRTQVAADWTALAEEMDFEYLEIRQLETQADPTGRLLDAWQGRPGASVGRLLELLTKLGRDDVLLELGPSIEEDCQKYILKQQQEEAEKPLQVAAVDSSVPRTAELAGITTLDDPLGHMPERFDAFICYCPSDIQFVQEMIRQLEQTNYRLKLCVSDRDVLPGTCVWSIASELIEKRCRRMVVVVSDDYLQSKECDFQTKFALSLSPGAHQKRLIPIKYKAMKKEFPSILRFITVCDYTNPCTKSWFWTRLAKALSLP
Target sequence (Q9NR96 whole entry, looked up): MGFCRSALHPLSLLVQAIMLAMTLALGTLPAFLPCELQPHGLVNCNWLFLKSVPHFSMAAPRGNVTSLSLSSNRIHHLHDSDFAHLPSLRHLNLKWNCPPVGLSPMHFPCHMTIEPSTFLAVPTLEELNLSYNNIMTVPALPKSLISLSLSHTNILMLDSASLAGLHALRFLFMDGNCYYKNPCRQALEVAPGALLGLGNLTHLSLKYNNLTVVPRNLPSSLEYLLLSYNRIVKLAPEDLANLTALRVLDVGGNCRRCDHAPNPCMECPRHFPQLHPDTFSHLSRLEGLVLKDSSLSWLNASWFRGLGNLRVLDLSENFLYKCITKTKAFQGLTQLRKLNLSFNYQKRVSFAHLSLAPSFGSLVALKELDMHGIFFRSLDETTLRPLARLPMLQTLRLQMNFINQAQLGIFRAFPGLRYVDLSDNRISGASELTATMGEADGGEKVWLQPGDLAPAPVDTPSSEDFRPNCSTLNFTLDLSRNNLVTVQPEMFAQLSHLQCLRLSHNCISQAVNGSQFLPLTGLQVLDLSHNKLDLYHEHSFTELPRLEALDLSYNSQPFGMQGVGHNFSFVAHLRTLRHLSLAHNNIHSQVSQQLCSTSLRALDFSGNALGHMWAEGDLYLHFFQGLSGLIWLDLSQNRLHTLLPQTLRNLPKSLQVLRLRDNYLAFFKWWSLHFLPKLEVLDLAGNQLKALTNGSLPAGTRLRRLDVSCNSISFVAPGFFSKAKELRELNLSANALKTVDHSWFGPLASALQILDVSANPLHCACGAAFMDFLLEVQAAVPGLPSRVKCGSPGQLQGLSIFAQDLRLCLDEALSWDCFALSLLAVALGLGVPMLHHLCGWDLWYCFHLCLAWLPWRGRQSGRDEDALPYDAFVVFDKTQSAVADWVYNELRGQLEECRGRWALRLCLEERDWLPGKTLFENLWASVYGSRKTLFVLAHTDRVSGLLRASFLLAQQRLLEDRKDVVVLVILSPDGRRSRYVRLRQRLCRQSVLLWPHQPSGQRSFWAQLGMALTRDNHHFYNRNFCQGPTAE
TRAIL sens C8 – sensitizes caspase-8 expressing cells to TRAIL; NB7+C8 cells + TRAIL, ATPlite viability luminescence; inhibition (viability loss, TRAIL sensitization), % at 10 µM; 1% of 360,000 active;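 active = compounds causing at least 50% loss of cell viability in the single-dose screen, relative to plate controls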
An asterisk follows results filed as active; . = not tested or not shown. The list is partial; the hit share may differ from the screen's.

Under each structure – Vif inh, NR2F2 inh, EBV LMP1 NFkB, SRC1 inh, TROY NFkB inh, LRH-1 inv ag, NOD2 RIPK2 PPI, TRAIL sens C8, TLR9-MyD88 inh, NCOA2 inhibitor, NCOA3 inh
CCOC(=O)C(Cc1ccc(O)c([N+](=O)[O-])c1)N1C(=O)c2ccccc2C1=O (centres undefined)
  -9, 5, 5, 2, -15, -15, 0, -13, 3, -8, 10
O=C(Nc1ccc(S(=O)(=O)N2CCc3ccccc32)cc1)c1ccc2c(c1)OCO2
  -28, -1, -23, 3, 1, -19, -4, 13, -6, -3, -9
Cc1[nH]c(C)c(S(=O)(=O)NCc2ccc(F)cc2)c1C(=O)N1CCCC1
  -6, 7, -8, 9, -7, 24, 4, 8, 4, -10, 5
CSc1ccccc1OCc1cc(C(=O)NCc2cnc(C)cn2)no1
  ., -18, 13, -14, -18, 0, -1, -6, 1, -32, 23
COCCNC(=O)c1cc(-c2ccc(-c3ccccc3)cc2)nc2ccccc12
  -11, -48, 2, -29, -27, -64, -3, 56*, -19, 1, -47
O=C(Cc1cccs1)NCCS(=O)(=O)N1CCN(c2cccc(Cl)c2)CC1
  -10, 5, -7, -19, 0, 1, -6, 7, 1, 0, -6
COC(=O)Cc1ccc(NC(=S)NCc2ccccc2Cl)cc1
  -10, 16, -2, 2, -8, 2, 6, 5, -6, -7, 10
COc1ccc(Br)c(C(=O)OCC(=O)Nc2cc(C)on2)c1
  ., 6, 1, -4, -2, -28, -4, -3, -1, 15, -6
Cc1nc(-c2cc(-c3ccc(Cl)cc3)no2)cs1
  -17, -35, -23, -67, -11, -84, 13, 40, 10, -65, -77
Cc1ccc(-c2nn(CCC(=O)O)cc2CCC(=O)O)cc1
  -11, -5, 4, -19, -3, 9, 0, -9, 0, 2, 6
Cc1cccc(/C=N/NC(=O)c2ccc(NC(=O)c3ccc(F)cc3)cc2)n1
  3, 9, -7, -27, -8, -3, -6, -1, -6, -2, 3
CCN(C(=O)c1ccc2c(=O)n3c(nc2c1)CCCCC3)c1ccccc1C
  -8, -5, 3, -2, 21, -5, -3, 5, -6, 23, -7
COc1ccc(-c2nc3n(c(=O)c2C#N)CCCS3)cc1
  -7, -6, 10, -9, -42, 3, -3, -4, -15, -10, 7
O=C(CSc1nnc(CNC(=O)c2ccccc2)o1)NCC1CCCO1 (centres undefined)
  3, 7, 11, 15, 6, 1, 2, 10, -4, -20, 3
CC(C)c1nnc(NC(=O)CCC(=O)Nc2ccc(F)cc2)s1
  -11, -4, -2, -3, 6, 2, 7, -1, -3, 4, 15

Continued, starting with the last 2 of the part before.
Under each structure – Vif inh, NR2F2 inh, EBV LMP1 NFkB, SRC1 inh, TROY NFkB inh, LRH-1 inv ag, NOD2 RIPK2 PPI, TRAIL sens C8, TLR9-MyD88 inh, NCOA2 inhibitor, NCOA3 inh
O=C(CSc1nnc(CNC(=O)c2ccccc2)o1)NCC1CCCO1 (centres undefined)
  3, 7, 11, 15, 6, 1, 2, 10, -4, -20, 3
CC(C)c1nnc(NC(=O)CCC(=O)Nc2ccc(F)cc2)s1
  -11, -4, -2, -3, 6, 2, 7, -1, -3, 4, 15
CCN(CC)S(=O)(=O)c1cccc(C(=O)OCc2cc(=O)n3nc(C)sc3n2)c1
  -19, -5, 7, 4, 13, 12, -6, 3, 10, -11, 13
CCCCN1CCc2[nH]c(=S)[nH]c(=O)c2C1
  6, -8, -5, 4, -12, -4, -5, 13, 4, -8, 0
CCN1CCN(CCCNC(=O)C(=O)c2c(C)[nH]c3ccccc23)CC1
  -2, -3, -5, 0, 15, 2, -3, 9, -5, -60, 8
CCC(C(=O)O)P(=O)(c1ccc(Cl)cc1)c1ccc(Cl)cc1 (centres undefined)
  1, -16, 0, -7, -2, -8, -12, -4, -5, 3, 0
Cc1onc(-c2ccccc2Cl)c1C(=O)N1CCN(S(=O)(=O)c2ccc(F)c(F)c2)CC1
  -4, 1, 3, -4, 6, 11, 0, 0, 4, -5, 7
C[C@H](NC(=O)c1nc[nH]c1C(=O)N[C@H](C)c1ccccc1)C(=O)OCc1ccccc1
  -4, 15, 0, -15, 17, 3, -1, -4, 4, -8, 0
COCCn1c(SCC(=O)N2CCCc3ccccc32)nc2c(c1=O)SC(C)C2 (centres undefined)
  -2, 19, -13, -11, -5, -10, -1, 11, -9, 3, -2
O=C(CC1C(=O)NCCN1Cc1ccccc1F)NC1CCCCCC1 (centres undefined)
  0, 12, 0, -36, 12, 24, 6, -5, -8, -5, 14
Cc1nn(CC(=O)N2CCN(C)CC2)c(=O)c2ccccc12
  -1, 20, -3, -2, 6, -19, 2, -2, -1, -18, 10
O=C(CN1C(=O)C2(OCCCO2)c2ccccc21)NCCc1ccccc1
  -2, 20, 4, -5, 10, 4, 3, -7, -9, 7, 7
CC(C)c1ccc(/C=N/NC(=O)CCNC(=O)c2ccccc2)cc1
  0, -13, -18, -91, -26, -30, 0, -10, -3, -40, -39
CN(CC(=O)Nc1ccccc1Cl)C(=O)COC(=O)c1cc([N+](=O)[O-])ccc1N1CCOCC1
  -8, -21, 8, -21, 12, 11, -7, -21, 0, -26, 6
COc1ccc(NC(=O)CSc2n[nH]c(C(C)C)n2)c([N+](=O)[O-])c1
  -6, 12, 0, 11, 12, 2, -7, -12, -1, -2, 4
CCC(=O)N(C)C(c1ccccc1Cl)c1nnnn1-c1c(C)cccc1C (centres undefined)
  13, -8, 1, 7, 7, 1, 7, 10, -3, -3, -5
CNC(=O)c1sc(N2N=C3/C(=C/c4ccccc4)CCCC3C2c2ccccc2)nc1C (centres undefined)
  ., ., 12, -14, 30, -6, 8, -9, 9, ., -21

Results in LRH-1 inv ag, EBV LMP1 NFkB and TRAIL sens C8, for some of the entries so far:
molecule,LRH-1 inv ag,EBV LMP1 NFkB,TRAIL sens C8
COC(=O)Cc1ccc(NC(=S)NCc2ccccc2Cl)cc1,2,-2,5
COc1ccc(Br)c(C(=O)OCC(=O)Nc2cc(C)on2)c1,-28,1,-3
Cc1nc(-c2cc(-c3ccc(Cl)cc3)no2)cs1,-84,-23,40

Following part
Under each structure – Vif inh, NR2F2 inh, EBV LMP1 NFkB, SRC1 inh, TROY NFkB inh, LRH-1 inv ag, NOD2 RIPK2 PPI, TRAIL sens C8, TLR9-MyD88 inh, NCOA2 inhibitor, NCOA3 inh
Cc1cccc(NC(=O)C2CCN(S(=O)(=O)c3ccc4c(c3)OCCO4)CC2)n1
  ., 6, 3, -27, -8, -3, 2, 17, 1, -3, -6
NCC1OC(n2cnc3c(N)ncnc32)CC1O (centres undefined)
  3, 1, 7, -4, 8, -8, -10, -14, -8, 15, 1
O=C(NCc1ccc2c3c(cccc13)C(=O)N2)c1cccs1
  -3, -29, -4, 0, -3, 5, 4, 10, -2, -21, -7
CCO[C@H]1OC(C(=O)Nc2ccccc2)=C[C@@H](c2coc3ccccc3c2=O)[C@@H]1CCCO
  4, 0, -3, 4, -5, 1, 1, -1, -9, -2, -10
O=C(CN1CCN(c2ccc([N+](=O)[O-])cc2)CC1)Nc1ccccn1
  3, 10, -4, -10, 15, 39, 2, -7, 2, 27, 4
O=C1c2ccccc2C(=O)N1CC(O)Cn1nnc2ccccc21 (centres undefined)
  10, -10, 6, -11, -9, -21, -7, -18, -8, -10, 8
CCn1c(SCC(=O)Nc2nccs2)nnc1-c1ccc(C)cc1
  -10, 11, -4, 4, -2, -2, 5, 0, -8, 2, -9
CSc1nc2sc(-c3ccccc3)cc2c(=O)n1N
  1, -16, -20, -61, -61, -51, 9, 33, -1, -41, -72
CC(=O)N1CCCc2cc(S(=O)(=O)CCC(=O)Nc3cccc(C)c3C)ccc21
  -8, -17, 3, -15, -7, -1, 1, 8, -1, 4, 21
CCN1C(=O)[C@H]2[C@@H](c3ccc(C)cc3)N3C(=O)N(c4ccccc4)C(=O)[C@@]3(C)[C@H]2C1=O
  6, -6, 0, -11, -8, 6, -9, 0, -4, -21, -5
CCN(C(=O)CCNC(=O)Cn1cnc2ccccc2c1=O)c1cccc(Cl)c1
  0, -12, 0, -25, -26, -18, 2, 8, 6, 6, -1
COc1cccc(C(=O)NCCSc2c(C)[nH]c3ccccc23)c1OC
  0, 1, 3, 15, 35, -2, -7, -7, -9, -37, 10
O=[N+]([O-])c1cc2c(c(CSc3nnc(Nc4ccccc4)s3)c1)OCOC2
  -1, -6, 3, 0, 31, 22, -8, 3, -4, -11, 8
Cn1c(SCc2ccccc2Cl)nc2c1c(=O)[nH]c(=O)n2C
  -4, 25, -7, 5, -2, 8, -3, 9, 3, -5, 6
O=C(COc1ccc([N+](=O)[O-])cc1)Nc1ccc2c(c1)nc1n2CCOC1
  7, -4, 2, 1, -1, 1, -2, -4, 1, -19, -13
COc1ccc(CN(C)C(=O)[C@H]2O[C@@H](n3ccc(=O)[nH]c3=O)[C@H](O)[C@@H]2O)cc1OC
  ., 6, ., 9, 4, -3, -7, -5, ., 12, -7
COc1cc(NC(=O)c2cc(OC)c(OC)c(OC)c2)cc(-n2cnnn2)c1
  6, -14, -1, -1, -10, 11, -5, -18, -3, -22, 5
Cn1nnnc1SCC(=O)Nc1ccccc1C(=O)NC1CC1
  -1, -14, 4, -2, 11, -17, -1, -14, -1, -13, 19
C=CCn1c(CCNC(=O)c2cccs2)n[nH]c1=S
  0, -4, 4, -10, 4, 14, 6, -4, 4, -15, 21
CCOc1ccc(C(=O)N2CCN(c3ccccc3)CC2)cc1
  -1, -6, -7, -19, -62, -6, -16, 8, ., -28, -23
N/C(=N\OC(=O)Nc1ccccc1)c1ncc(C(F)(F)F)cc1Cl
  15, -17, -18, -12, 4, -9, -17, -2, -2, -31, -10
CCOC(=O)N1CCN(CC(O)COc2cc(C)cc(C)c2)CC1 (centres undefined)
  ., 0, 0, 9, -19, -16, -4, -18, -5, 2, -11
CCN(CCn1cccn1)C(=O)c1cccc(OC2CCN(S(C)(=O)=O)CC2)c1
  ., 4, 0, 5, 34, 2, -7, -16, 1, 5, 0
CCCCC(=O)Nc1ccc(C(=O)NNC(=O)c2cccs2)cc1
  -3, 9, 3, -16, -4, -22, -6, 1, 2, 5, 5
COc1cc2c(cc1OC)CN(C1CCCN(Cc3cccc(C(C)=O)c3)C1)CC2 (centres undefined)
  6, -18, 2, -3, -16, -12, 10, -14, -7, 4, 4
